Screens: PubChem BioAssay, National Center for Advancing Translational Sciences (NCATS)
L3MBTL1 block: inhibitors of human L3MBTL1; 230,000 compounds, 0.66% hits; Potency, µM (titrated, usually from 57.1 µM), inactives show top-dose activity, negative = inhibition, usual class: inhibitors; Q9Y468; AID 485360; AlphaScreen L3MBTL1–H3K9me1 peptide binding; note: nearly all actives have a fitted effect of over 60% in size
Target sequence (Q9Y468 whole entry, looked up): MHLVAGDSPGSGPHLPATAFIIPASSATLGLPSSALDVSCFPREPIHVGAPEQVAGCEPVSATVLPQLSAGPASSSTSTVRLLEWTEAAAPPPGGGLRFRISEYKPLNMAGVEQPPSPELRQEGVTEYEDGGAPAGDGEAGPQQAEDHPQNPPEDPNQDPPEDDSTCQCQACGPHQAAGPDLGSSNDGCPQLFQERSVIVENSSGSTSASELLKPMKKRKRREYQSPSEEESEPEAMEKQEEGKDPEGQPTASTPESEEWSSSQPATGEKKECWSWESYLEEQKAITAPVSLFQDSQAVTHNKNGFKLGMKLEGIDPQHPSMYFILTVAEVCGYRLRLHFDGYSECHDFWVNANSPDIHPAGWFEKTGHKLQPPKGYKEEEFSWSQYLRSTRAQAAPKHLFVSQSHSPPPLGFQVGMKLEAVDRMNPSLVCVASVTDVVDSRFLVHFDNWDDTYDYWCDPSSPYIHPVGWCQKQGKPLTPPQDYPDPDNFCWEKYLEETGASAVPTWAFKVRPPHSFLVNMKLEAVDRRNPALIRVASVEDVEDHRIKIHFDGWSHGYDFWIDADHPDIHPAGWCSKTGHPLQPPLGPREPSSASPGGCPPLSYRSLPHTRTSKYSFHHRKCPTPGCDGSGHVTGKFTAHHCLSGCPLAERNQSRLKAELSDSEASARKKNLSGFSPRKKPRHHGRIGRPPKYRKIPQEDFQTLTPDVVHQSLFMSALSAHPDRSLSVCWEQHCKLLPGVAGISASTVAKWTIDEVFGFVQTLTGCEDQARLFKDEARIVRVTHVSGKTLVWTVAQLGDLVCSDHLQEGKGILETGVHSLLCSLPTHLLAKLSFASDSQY
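AlphaScreen proximity signal between nickel-chelate acceptor and streptavidin donor beads (final 10 ug/mL) reports binding of 50 nM L3MBTL1 to 75 nM biotin-H3 K9me1 peptide; complex incubated with compounds 30 min at room temperature; cefsulodin titration as control.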
TRb-SRC2 inh: inhibitors of human thyroid hormone receptor beta-SRC2 interaction | P10828 | TRbeta-SRC2 peptide binding, fluorescence polarization; receptor liganded with 1 µM T3 | Potency, µM (highest dose often 106 µM), inactives show at the highest dose activity change, negative = inhibition, usual class: inhibitors | 280,000 compounds, 0.065% hits | AID 1469;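 note: plate controls were bound peptide for no effect and peptide without receptor for full effect; nearly all actives have a fitted effect of over 50% in size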
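Fluorescence polarization of 20 nM Texas Red SRC2 peptide with 0.6 uM human TRb ligand-binding domain, in Tris buffer with 1uM T3 and 5% DMSO. Incubated 5 hr ambient; normalized to unbound and bound controls.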
RGS12 GoLoco inh: blocks human Gai1 binding to RGS12 GoLoco peptide, red readout; P63096; Gai1:RGS12 GoLoco peptide FP, rhodamine, 10 min; Potency, µM (series often up to 61.6 µM), inactives show at the top dose activity, negative = inhibition, most hits filed as inhibitors; 230,000 compounds, 0.44% hits; AID 880; active = well fitted inhibition curve with a large enough effect, not every such curve was filed as active; inactive = no such curve, though single readings can be large or run the other way; note: nearly all actives have a fitted effect of over 30% in size; many of its hits are not listed in these tables
KDM4E inh: JMJD2E (human) inhibition | B2RXH2 | JMJD2E catalytic domain, FDH-coupled NADH fluorescence (FDH is formaldehyde dehydrogenase) | Potency, µM (top dose mostly 57.1 µM), for inactives: at the top dose activity change, negative = inhibition, actives largely listed as inhibitors | 230,000 compounds, 1.6% hits | AID 2147; active = well fitted inhibition curve with a large enough effect, not every such curve was filed as active; inconclusive = small, poorly fitted or top-dose-only effect, or another doubt; inactive = no such curve, though single readings can be large or run the other way;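 note: 0% = wells with enzyme and -100% = buffer wells without enzyme; nearly all actives have a fitted effect of over 50% in size; many of its hits are not listed in these tables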
TexasRed fluor: Texas Red fluorescence interference in TRb-SRC2 counter-screen; Potency, µM (titrated, usually from 106 µM), inactives show at the highest dose fluorescence change, negative = quenching; TRb/SRC2 Texas Red total fluorescence interference; 280,000 compounds, 0.29% hits; active = well fitted curve in either direction with a large enough effect; inconclusive = small, poorly fitted or top-dose-only effect
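Human TRb ligand-binding domain at 0.6 uM with 20 nM Texas Red SRC2 peptide in Tris buffer containing 1 uM T3 and 5% DMSO, incubated with compound 5 h at ambient temperature. Total fluorescence (555/632 nm) calculated as parallel + 2 × perpendicular.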
Tau fibril ThT: inhibitors of human tau fibril formation, thioflavin T binding; Potency, µM (top dose mostly 57.4 µM), without a hit: at the top dose activity, negative = inhibition, usual class: inhibitors; P10636; recombinant tau K18 P301L (four-repeat tau fragment), heparin-induced fibrillization, ThT fluorescence; 270,000 compounds, 2.1% hits; note: nearly all actives have a fitted effect of over 55% in size
Target sequence (P10636 561-689 P618L limits assumed): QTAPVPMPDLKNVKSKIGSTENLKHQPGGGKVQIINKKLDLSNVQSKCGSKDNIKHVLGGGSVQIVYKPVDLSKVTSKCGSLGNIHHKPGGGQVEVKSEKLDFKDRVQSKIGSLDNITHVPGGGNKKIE
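In this qHTS, human K18 P301L tau is incubated with compound and heparin for 6 hr at 37 C, and Thioflavin T fluorescence then reports fibril load.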
RECQ1 helicase: RECQ1 (human) helicase inhibition. P46063. RECQ1 DNA unwinding, red fluorescence kinetic read. Potency, µM (series often up to 57.3 µM), for the others: top-dose activity, negative = inhibition, hits mostly inhibitors. 240,000 compounds, 0.54% hits. AID 2549;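 note: plate controls were vehicle for no effect and no enzyme for full effect; nearly all actives have a fitted effect of over 30% in size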
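50 nM RECQ1T1 preincubated 15 min with compound in Tris pH 8.0 buffer with MgCl2, DTT, Tween-20 and 2.5 ug/ml poly(dI-dC); started with 200 nM TAMRA/BHQ-2 forked duplex and 2 mM ATP. Unwinding read as fluorescence (525/598 nm), two reads 2 h apart.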
Tau fibril FP: blocks human tau fibril formation measured by polarization; K18 P301L tau heparin fibrillization, Alexa594 FP, 6 h; 280,000 compounds, 0.39% hits; P10636; Potency, µM (doses to about 57.7 µM), for inactives: at the highest dose activity, negative = inhibition, actives largely listed as inhibitors; AID 1468; note: nearly all actives have a fitted effect of over 55% in size
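Steps: dispense K18 P301L tau (15 uM plus 0.24 uM Alexa 594 tracer, final) in pH 7 sodium acetate; add compound; add heparin (20 uM final); incubate 6 hr, 37 C; add ThT (30 uM final); after 1 hr ambient, read FP.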
* hit, by the source's call; i = inactive; ? = inconclusive; . = not tested or not shown; & = joins results of further samples; [ ] = dose if it differs, or a comment. Unless noted, calls come from the whole dose curve; as a rule, active = well fitted curve in the direction sought with a large enough effect; inconclusive = small, poorly fitted or top-dose-only effect, or another doubt; inactive = no such curve, though single readings can be large; an effect the other way counts as inactive or inconclusive. Unless noted, % is set by controls: 0 for no effect and ±100 for the full control effect; potency is the fitted concentration of half-maximal effect. A portion of the library; rates above refer to the full screens.

cpd	mol	L3MBTL1 block	TRb-SRC2 inh	RGS12 GoLoco inh	KDM4E inh	TexasRed fluor	Tau fibril ThT	RECQ1 helicase	Tau fibril FP
1	CCOc1ccc(-c2nc(C(N)=O)c3c(n2)n(-c2ccc4c(c2)OCO4)c(=O)n3CC)cc1	.	-4%	.	.	3%	0%	.	-13%
2	Cc1ccc(N/C(N)=N/c2nc(C(F)(F)F)cc(C(F)(F)F)n2)cc1	.	8%	1%	14%	-4%	-8%	-2%	-2%
3	CC(=O)Nc1ccc(C(=O)CSc2nnc(Cc3ccccc3)o2)cc1	.	-29%	25%	-1%	1%	?	i	-12%
4	O=C(CN1CCCCC1)NC(=O)NC1CCCC1	-24%	5%	1%	-16%	1%	0%	-11%	1%
5	Cc1ccc(SCCC(=O)N/N=C/c2cccnc2)cc1	15%	-2%	-9%	-3%	-2%	-4%	-14%	3%
6	Cc1cc(CCC(=O)O)c(C)cc1CCC(=O)O	9%	-2%	-5%	0%	-1%	-2%	-1%	3%
7	Cc1ccnc(NS(=O)(=O)c2ccc(NS(=O)(=O)c3cccs3)cc2)n1	6%	1%	13%	-4%	2%	-4%	i	-2%
8	CCSC(=O)CCCCCCCCCCCO	25%	-4%	-2%	?	1%	-12%	-13%	-1%
9	CNc1ncnc2c1ncn2[C@@H]1O[C@H](CO)[C@H](O)[C@H]1O	.	1%	4%	3%	-7%	-9%	i	-9%
10	CC(C)(C)NC(=O)c1ccc2c(c1)N(CC(=O)N1CCN(c3ccccc3F)CC1)C(=O)C(C)(C)O2	1%	4%	5%	6%	-5%	-4%	-9%	7%

By substructure, the entries above with a carbonyl joined to an NH by a bond outside any ring
cpd	mol	L3MBTL1 block	TRb-SRC2 inh	RGS12 GoLoco inh	KDM4E inh	TexasRed fluor	Tau fibril ThT	RECQ1 helicase	Tau fibril FP
1	CCOc1ccc(-c2nc(C(N)=O)c3c(n2)n(-c2ccc4c(c2)OCO4)c(=O)n3CC)cc1	.	-4%	.	.	3%	0%	.	-13%
3	CC(=O)Nc1ccc(C(=O)CSc2nnc(Cc3ccccc3)o2)cc1	.	-29%	25%	-1%	1%	?	i	-12%
4	O=C(CN1CCCCC1)NC(=O)NC1CCCC1	-24%	5%	1%	-16%	1%	0%	-11%	1%
5	Cc1ccc(SCCC(=O)N/N=C/c2cccnc2)cc1	15%	-2%	-9%	-3%	-2%	-4%	-14%	3%
10	CC(C)(C)NC(=O)c1ccc2c(c1)N(CC(=O)N1CCN(c3ccccc3F)CC1)C(=O)C(C)(C)O2	1%	4%	5%	6%	-5%	-4%	-9%	7%

Next part:
cpd	mol	L3MBTL1 block	TRb-SRC2 inh	RGS12 GoLoco inh	KDM4E inh	TexasRed fluor	Tau fibril ThT	RECQ1 helicase	Tau fibril FP
11	COc1ccc(/C=C\C(=O)c2c(O)ccc3c(C)cc(=O)oc23)cc1	.	-2%	14%	?	-4%	?	i	-4%
12	Cc1ccccc1Cn1nc(C)c(NC(=O)C2c3ccccc3Oc3ccccc32)c1C	-4%	-4%	11%	7%	-2%	-9%	2%	-5%
13	COC(=O)c1[nH]c2cccc(OC)c2c1NC(=O)CN1CC2(C)CC1CC(C)(C)C2 (centres undefined)	-2%	-9%	2%	-25%	-6%	-9%	-19%	5%
14	CCOc1cc(S(=O)(=O)n2nc(C)cc2C)ccc1Br	24%	2%	3%	-3%	-1%	-4%	-10%	-4%
15	O=C1c2cccnc2C(O)N1Cc1ccccc1 (centres undefined)	0%	-13%	3%	3%	-1%	-13%	-1%	-5%
16	Cc1ccc(S(=O)(=O)N2CCCOC2CNC(=O)C(=O)NCc2cccs2)cc1 (centres undefined)	8%	-4%	14%	-20%	0%	-5%	-6%	0%
17	N#Cc1nc(COc2ccccc2)oc1NCCCn1ccnc1	-16%	-7%	4%	10%	-1%	1%	-4%	-3%
18	Cc1cc(C(=O)Nc2cccc([N+](=O)[O-])c2)c(C)o1	-3%	4%	8%	-1%	-4%	?	-4%	12%
19	COC(=O)C1=C(C)Nc2ncnn2C1c1ccc(C)o1 (centres undefined)	0%	3%	-20%	-6%	-1%	-5%	3%	7%
20	O=C(Nc1cccc(S(=O)(=O)N2CCOCC2)c1)c1ccc2ccccc2n1	.	0%	57%[activator]	-27%	-3%	1%	i	-6%
21	Brc1ccc(-c2nn3c(-c4ccccn4)nnc3s2)o1	?	-2%	14%	-23%	-8%	?	-28%	-3%
22	CCCN1C(=O)c2cc(C(=O)NC3CCCC3)ccc2C1O (centres undefined)	.	-5%	-4%	-5%	-5%	-4%	-4%	13%
23	Cc1cc(=O)[nH]c(Nc2cccc(C(F)(F)F)c2)n1	2%	-24%	13%	-5%	0%	15%	-16%	-17%
24	CC(C)C(=O)NC(=O)[C@@H]1CCCN1C(=O)/C=C/c1ccccc1	2%	-1%	3%	10%	-1%	-4%	0%	0%
25	Cc1ccc(CN2CCN(Cc3cccn3-c3ccccn3)CC2CCO)o1 (centres undefined)	-6%	-5%	-10%	11%	-5%	-7%	-20%	-10%
26	COc1ccc(N/N=C/c2c(C(=O)O)ccc3ccccc23)cc1	.	-1%	18%	25µM*	-2%	?	i	2%
27	CNC(=O)CN(c1ccc2c(c1)OCCO2)S(C)(=O)=O	.	-15%	0%	23%	-2%	-4%	-3%	1%
28	Cc1cccc(N2CCN(C(=O)c3ccncc3)CC2)c1C	37%[activator][11.4 µM]	4%	6%	8%	0%	-1%	-2%	1%
29	Cc1ccc(Cl)cc1N1CCN(C(=O)c2ccc3c(c2)N(Cc2ccccc2)CCS3)CC1	.	0%	.	.	-1%	-12%	.	-7%
30	Cc1ccc(Cn2c(C(=O)O)c(CNCCc3cccs3)c3ccc(C)cc32)cc1	.	-4%	.	.	-1%	-3%	.	9%
31	O=C(NCc1ccco1)C1CCCN(S(=O)(=O)c2ccc(-n3cnnn3)cc2)C1 (centres undefined)	-41%	7%	-4%	?	-14%	?	i	-17%
32	CCOc1cc(-c2nnc(SCC(=O)NC3CCCC3)nc2-c2ccc(OC)c(OCC)c2)ccc1OC	.	1%	.	.	1%	-15%	.	-4%
33	Cc1ccc(NC(=O)Cn2cnc3c2c(=O)n(C)c(=O)n3C)cc1C	.	-5%	.	.	-2%	1%	.	6%
34	CCOC(=O)c1ccc(NC(=O)C(Cc2ccccc2)N2Cc3ccccc3C2=O)cc1 (centres undefined)	.	1%	.	.	?	1%	.	-3%
35	COc1ccc(CCN2C(=O)N(c3cccc(OC)c3)C(=O)C2CC(=O)Nc2ccccc2)cc1 (centres undefined)	.	1%	.	.	-2%	-4%	.	-10%
36	COC(=O)C1=C(C)N=c2s/c(=C/c3cccs3)c(=O)n2C1c1ccc(F)cc1 (centres undefined)	-4%	2%	9%	1%	-6%	?	-3%	-12%
37	CCC1(C(=O)c2ccccc2)C2c3cc(Br)ccc3OC(=O)C21C(=O)N1CCOCC1 (centres undefined)	-5%	-20%	1%	2%	2%	-3%	-17%	-1%
38	CC(C)CCNC(=O)c1ccc2c(c1)ncn2C1CCCCC1	-2%	-1%	0%	-4%	1%	-7%	-3%	2%
39	COc1ccc(-c2nnc3ccc(SCC(=O)Nc4cc(C)on4)nn23)cc1OC	.	2%	21%	?	-2%	6%	5%	3%
40	COc1ccc2nc(/C=N/NC(=O)[C@H](CCSC)NC(=O)OC(C)(C)C)ccc2c1	1%	-6%	1%	?	?	-17%	-1%	3%
41	Cc1nn(C)cc1C1C(C#N)=C(N)N(c2ccc(F)c([N+](=O)[O-])c2)C2=C1C(=O)CCC2 (centres undefined)	7%	-2%	10%	-4%	0%	?	13%	4%
42	O=C(NNc1nc(-c2ccccc2)cs1)c1ccco1	-8%	10%	9%	?	-3%	11µM*	-18%	?
43	CCOC(=O)c1ccc(CN(Cc2ccc(F)cc2)S(=O)(=O)c2ccc(F)c(C(=O)Nc3cc(Cl)ccc3OC)c2)cc1	.	0%	.	.	-1%	9%	.	-5%
44	CCCCOc1ccc(NC(=O)C(=O)NCCC2=CCCCC2)cc1	.	-1%	2%	-6%	1%	-18%	2%	3%
45	Cc1nnc2n(-c3ccccc3)c(=O)c3c4c(sc3n12)COC(C)(C)C4	-5%	-13%	9%	0%	2%	-5%	i	-5%
46	Cc1ccc(S(=O)(=O)NCCc2csc(-c3cccc(F)c3)n2)cc1	.	-3%	.	.	-5%	?	.	0%
47	CCN(CC)S(=O)(=O)c1ccc(C(=O)NNC(=O)c2cccs2)cc1	3%	-2%	6%	7%	0%	8%	-8%	2%
48	O=C(NCc1ccccc1)c1c(F)c(F)c(F)c(F)c1F	0%	1%	5%	0%	-3%	7%	-14%	-11%
49	COC(=O)CSc1nnc(CNC(=O)c2ccccc2F)n1-c1ccccc1	-29%	1%	-13%	-4%	2%	-1%	0%	6%
50	Oc1cc(O)c2c(c1)O[C@H](c1ccc(O)c(O)c1)[C@@H](O)C2	.	-1%&-1%&4%	-7%&-6%&-9%	25µM*	-3%&-2%&-2%	-8%&-9%	?	-8%&-13%
51	O=C(CCSCc1cccc(Cl)c1)NC1CCCC1	7%	-9%	7%	0%	?	-9%	-13%	-9%
52	O=C(CCc1nc2ccccc2s1)c1ccccc1	29%	-1%	-6%	7%	-2%	-3%	-3%	0%
53	CC1CCC(C(=O)NC(C(=O)NCCCN2CCOCC2)C(C)C)CC1 (centres undefined)	-2%	3%	-10%	3%	1%	-9%	-9%	-10%
